LYPLA2 counter: LYPLA2 (human) inhibition in PME1 counter-screen; AID 2177; inhibition, % at 5.9 µM; hit rate 0.38% among 320,000; recombinant LYPLA2, FP-Rh probe fluorescence polarization; O95372;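 active = inhibition above the screen-wide mean plus 3 SD, limit set per campaign, cut at about 26% in these data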;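 also: 0% = LYPLA2 with DMSO and 100% = wells lacking LYPLA2 enzyme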
Target sequence (O95372 whole entry, looked up): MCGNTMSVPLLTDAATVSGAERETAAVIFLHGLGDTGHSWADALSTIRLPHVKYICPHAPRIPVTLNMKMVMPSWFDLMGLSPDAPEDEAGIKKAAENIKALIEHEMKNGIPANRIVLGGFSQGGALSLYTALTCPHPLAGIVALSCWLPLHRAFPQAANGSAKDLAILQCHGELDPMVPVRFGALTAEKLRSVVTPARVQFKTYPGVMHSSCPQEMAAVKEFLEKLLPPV
CTSL1 counter: blocks F. hepatica cathepsin L1 in PFM18AAP counter-screen | recombinant F. hepatica cathepsin L1, Z-Leu-Arg-MCA fluorescence | hit rate 0.49% among 300,000 | inhibition, % at 5.96 µM;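 active = inhibition above the mean of all tested compounds plus 3 SD, set per screening campaign, cut at about 17% in these data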;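 also: 0% = plate median of test compound wells and 100% = 1 µM Z-Phe-Ala-diazomethylketone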
PREPL inh: inhibits the human prolyl oligopeptidase-like enzyme. Q4J6C6. recombinant PREPL, fluorescence polarization activity-based probe. inhibition, % at 5.96 µM. hit rate 0.68% among 320,000; in the data active = inhibition above about 43%;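 also: 0% = enzyme with DMSO and 100% = wells lacking enzyme; many of its hits are not listed in these tables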
PP5 primary: blocks human protein phosphatase 5 activity; P53041; purified PP5c, OMFP substrate fluorescence; inhibition, % at 6.7 µM; hit rate 0.18% among 320,000; AID 1987;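 active = inhibition above the campaign's mean inhibition across all tested compounds plus 3 SD, cut at about 9.5% in these data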;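 also: 0% = DMSO only and 100% = 100 µM cantharidin control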
PP1 inh: PP1-alpha (human) inhibition in PP5 counter-screen; P62136; hit rate 0.9% among 320,000; inhibition, % at 6.7 µM; purified PP1alpha, OMFP fluorescence;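 active = inhibition above the mean inhibition of all tested compounds plus 3 SD, computed separately for each screening campaign, cut at about 15% in these data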
Target sequence (P62136 whole entry, looked up): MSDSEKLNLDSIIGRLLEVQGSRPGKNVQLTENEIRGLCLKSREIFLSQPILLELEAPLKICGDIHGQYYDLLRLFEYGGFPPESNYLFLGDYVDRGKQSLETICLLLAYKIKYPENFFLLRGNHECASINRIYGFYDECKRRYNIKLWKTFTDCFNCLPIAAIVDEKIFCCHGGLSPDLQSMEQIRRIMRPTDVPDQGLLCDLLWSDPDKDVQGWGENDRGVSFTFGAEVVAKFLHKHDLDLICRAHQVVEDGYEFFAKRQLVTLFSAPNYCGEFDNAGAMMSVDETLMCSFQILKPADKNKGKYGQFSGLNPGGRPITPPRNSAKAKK
core dimer inh: HCV core protein dimerization inhibition | TR-FRET GST/Flag-core106 dimerization, 1536-well | inhibition, % at 5 µM | hit rate 0.33% among 300,000;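 active = inhibition above the mean of all tested compounds plus 3 SD, set per screening campaign, cut at about 45% in these data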
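Assay system: GST-tagged and Flag-tagged HCV core protein residues 1-106 / Times: compound-protein-antibody incubation 4 h at 22.5 °C / Signal: time-resolved FRET, ex 340 nm, em 617 and 671 nm / Evaluation: % inhibition based on acceptor/donor emission ratio / Benchmarks: wells lacking GST-core106 and wells with excess unlabelled core106 / Repeats: singlicate, one well per compound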
TPT1 inh: blocks Candida albicans tRNA 2'-phosphotransferase. recombinant caTPT1, FP RNA substrate dephosphorylation. inhibition, % at 5 µM. hit rate 0.81% among 300,000. AID 1962;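 active = inhibition above the mean of all tested compounds plus 3 SD, set per screening campaign, cut at about 24% in these data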;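 also: plate controls were DMSO alone for no effect and ferristatin control at 100 nM for full effect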
GASC-1 inh: blocks human GASC-1 demethylase activity | hit rate 0.069% among 330,000 | GST-JMJD2C(1-420) H3K9me3 demethylation, DELFIA europium | inhibition, % at 2.35 µM | AID 2099;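 active = more than half of a compound's replicate wells show inhibition beyond 50%, single wells judged on their own value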;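 also: signal counts dimethyl H3K9 product captured on neutravidin plate; 0% = median of DMSO wells and 100% = 0.3 times that DMSO median; strong numbers were not always called active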
Target sequence (Q9H3R0 1-420 limits assumed): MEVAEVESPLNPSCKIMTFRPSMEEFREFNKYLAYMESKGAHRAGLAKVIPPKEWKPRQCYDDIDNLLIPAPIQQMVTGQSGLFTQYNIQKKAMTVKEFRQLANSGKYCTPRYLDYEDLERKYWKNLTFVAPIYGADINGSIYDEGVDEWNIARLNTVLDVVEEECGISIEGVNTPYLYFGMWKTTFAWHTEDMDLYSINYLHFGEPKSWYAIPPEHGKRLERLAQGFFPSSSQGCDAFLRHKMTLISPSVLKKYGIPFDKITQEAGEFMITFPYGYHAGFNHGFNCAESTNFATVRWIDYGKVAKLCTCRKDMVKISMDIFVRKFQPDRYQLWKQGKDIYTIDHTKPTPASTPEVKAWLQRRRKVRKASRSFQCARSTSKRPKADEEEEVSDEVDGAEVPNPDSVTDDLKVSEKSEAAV
Efflux pump inh: inhibitors of Candida antifungal efflux pumps expressed in yeast. S. cerevisiae Candida pump triplex, Nile Red efflux. inhibition, % at 10 µM. hit rate 0.44% among 330,000;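 active = plate passing quality check with inhibition over a set limit, or well fluorescence over plate mean plus 4 SD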;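 also: Nile Red retained in pooled yeast measured as flow cytometry median fluorescence; 0% = buffer negative control and 100% = Enniatin B positive control; higher means more Nile Red kept so more efflux inhibition; some compounds called inactive have numbers as strong as hits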
* marks the source's active call; other numbers are inactive results; / = no result given. Not all compounds are listed; rates above refer to the full screens.

SMILES | LYPLA2 counter | CTSL1 counter | PREPL inh | PP5 primary | PP1 inh | core dimer inh | TPT1 inh | GASC-1 inh | Efflux pump inh
Cc1nc(N2CCN(C)CC2)c2cc(-c3ccccc3)sc2n1 | 9 | -2 | -134 | -0.2 | -2 | 4 | -3 | -3 | 0.0
CN1C(=O)/C(=C/c2ccc(O)c([N+](=O)[O-])c2)NC1=S | -2 | 5 | 1 | 2.1 | 2 | -29 | -1 | -20 | 0.1
CC(C)c1ccc(/C=C/C(=O)N2CCc3ccccc3C2)cc1 | 1 | 0 | -26 | 3.2 | 3 | 13 | -1 | -5 | 0.1
Cn1c(C(=O)N2CCCCCC2)cc2c(=O)n(C)c3ccccc3c21 | -2 | 4 | 11 | 0.7 | -3 | -1 | -2 | 1 | -0.3
O=C(Nc1c(-c2ccccc2)nc2ncccn12)c1cc2ccccc2oc1=O | 0 | 1 | -5 | -2.1 | 6 | 9 | 0 | 2 | -0.2
CCOC(=O)c1c(-c2ccc(Cl)cc2)c(C#N)c(=O)n(N)c1N | 3 | 6 | -29 | -0.7 | -1 | -1 | -2 | 6 | -0.1
Cc1cccc(NC(=O)c2cc(-c3cc(C)ccc3O)n[nH]2)c1 | -5 | 0 | -1 | -1.0 | 0 | 0 | 1 | 3 | 0.1
COC(=O)[C@@]1(Cc2ccc(OC)cc2)[C@H]2c3cc(C(=O)N(C)C)n(C[C@H](O)CO)c3C[C@H]2CN1C(=O)c1ccccc1 | -3 | 0 | 11 | 2.4 | -3 | -13 | 0 | 25 | 0.0
Cc1cc(C)cc(NC(=S)N(Cc2ccc(Br)cc2)Cc2ccc(C(=O)O)cc2)c1 | 1 | 4 | -3 | 5.2 | 7 | 18 | -5 | 7 | 0.0
O=C(Nc1ccc(Cl)cc1)c1ccc(-n2cncn2)c([N+](=O)[O-])c1 | 1 | -2 | 14 | -0.1 | 4 | -1 | -2 | -2 | -0.1
CC(=O)N1c2ccc(S(=O)(=O)N3CCCC3)cc2CC1C(=O)NCc1ccc(OC(C)C)cc1 (stereo not given) | 4 | -1 | 8 | -1.8 | -6 | 1 | -2 | -2 | -0.1
COc1ccc(NC(=O)c2ccc3ccccc3c2)cc1NS(=O)(=O)c1ccc(F)cc1 | -2 | 2 | -2 | 2.9 | 3 | 14 | 2 | 1 | -0.1
CCOC(=O)c1sc(NC(=O)C(CC)Sc2nc3ccccc3[nH]2)nc1C (stereo not given) | -5 | 1 | 0 | 1.8 | 0 | -2 | -2 | 2 | -0.2
COC(=O)CC(NC(=O)Nc1ccc(C)cc1)c1cccc([N+](=O)[O-])c1 (stereo not given) | 4 | 0 | -22 | -1.2 | 0 | 3 | 0 | -10 | 0.0
Cc1cccc(C)c1NC(=O)C1CC(=O)N(C(C)C)C1 (stereo not given) | 0 | 1 | 0 | 0.7 | -3 | 3 | -4 | -5 | -0.4
COc1ccc(OCCCCN2CCC(C)CC2)cc1 | 2 | 3 | 10 | 1.3 | 0 | 1 | -1 | -5 | 0.0
O=C(NCCCl)NNC(=O)c1cc2ccccc2cc1O | 9 | 6 | 14 | 1.3 | 4 | -5 | -6 | -2 | -0.1
CC1(C(=O)N/N=C/c2c(F)c(F)c(F)c(F)c2F)CC1(Cl)Cl (stereo not given) | 4 | -1 | 1 | 3.5 | -4 | -1 | 1 | 1 | -0.1
Cc1nc(SCC(=O)NC(C)(C#N)C2CC2)c2c(-c3cccs3)csc2n1 (stereo not given) | 1 | -3 | 3 | 0.8 | 1 | -3 | -1 | 4 | -0.6
C=CCc1ccc(OCCCCN2CC(C)CC(C)C2)c(OC)c1 (stereo not given) | -2 | 12 | 17 | -1.4 | 8 | 1 | -8 | -2 | 0.1
CCC(=O)c1c(OCc2ccccc2)ccc2c(C)cc(=O)oc12 | -4 | 2 | 22 | 1.4 | -2 | 6 | -3 | 6 | -0.2
N#CC[C@H](Cc1ccccc1)N1CC[C@@H](NC(=O)OCc2ccccc2)CCC1=O | 6 | -4 | 19 | 1.1 | -3 | 7 | 1 | -14 | 0.0
CCOc1ccc(CCNC(=O)c2nnn(CC(=O)Nc3ccc(C)cc3)c2N)cc1OCC | -5 | 3 | -1 | 2.9 | 2 | 1 | 0 | 1 | 0.1
COc1ccc(CCNC(=O)CC(=O)NCCc2ccc(OC)cc2)cc1 | -2 | 4 | -1 | 1.1 | -2 | 9 | -2 | -2 | 0.0
O=C(Nc1cccc(C(=O)O)c1)Nc1ccc2c(c1)OCO2 | 10 | 2 | 12 | 3.3 | -2 | -10 | -4 | 3 | 0.1
COc1ccc([C@H]2CC(=O)C=C(c3ccc4ccn(C)c4c3)C2)cc1 | 4 | / | 8 | -1.8 | 6 | / | / | 1 | 0.7
CC(C)(C)c1ccc(OCCCNCc2ccccc2)cc1 | -2 | -3 | -15 | -1.1 | 1 | -7 | -2 | -10 | 0.3
CC(=O)Nc1cccc(C(=O)OC(C)C(=O)N2CCc3ccccc32)c1 (stereo not given) | 28* | -2 | -3 | -0.9 | -1 | -4 | -1 | -4 | 0.1
CC1(C)CC(=O)C/C(=N/NC(=O)CCCOc2ccc(Cl)cc2Cl)C1 | -2 | -10 | 30 | 1.4 | -1 | 6 | -4 | -6 | 0.3
CC(=O)c1ccc(OCCCC(=O)Nc2ccc(S(=O)(=O)N3CCOCC3)cc2)cc1 | 20 | -2 | 4 | 0.6 | -2 | -3 | -2 | -2 | -0.1
COc1ccccc1Oc1ccc2c(c1)C(=O)N(CC(=O)O)C2=O | 4 | -2 | -10 | 2.1 | -1 | 1 | 2 | -3 | 0.7
O=c1[nH]c(SCc2n[nH]c(=S)n2-c2ccccc2)nc2ccccc12 | -2 | 2 | 22 | -2.8 | 0 | -4 | -6 | 4 | 0.0
CN(C)CCN(C(=O)CCS(=O)(=O)c1ccccc1)c1nc2c(F)cccc2s1 | 10 | 4 | 6 | 1.0 | -2 | -10 | -2 | 4 | 0.0
O=C(NCc1ccc2c(c1)OCO2)c1cc(-c2ccccc2)on1 | 3 | 2 | 12 | -1.2 | -1 | -11 | -1 | / | 0.0
COc1cc(OC)cc(C(=O)N2CCN(C(=O)Cc3ccccc3)CC2)c1 | 1 | -3 | 15 | -1.0 | -1 | -1 | -1 | -2 | 0.1
O=C(NCc1ccccc1)C(=O)Nc1nc(C23CC4CC(CC(C4)C2)C3)cs1 | 6 | -5 | -4 | 2.4 | -2 | 15 | 2 | -14 | -0.6
COc1cc(Nc2nc3ccccc3nc2NS(=O)(=O)c2ccc([N+](=O)[O-])cc2)cc(OC)c1OC | 0 | 1 | 27 | 2.9 | -2 | 6 | -2 | 5 | -0.1
CS(=O)(=O)Nc1ccc(C(=O)NCC2CCCO2)cc1 (stereo not given) | 7 | 4 | 6 | 1.8 | -1 | -11 | -4 | 0 | 0.0
COc1ccc(OC)c(C(=O)N(C)C2CCCN(Cc3ccccc3F)C2)c1 (stereo not given) | 2 | -6 | -11 | 2.3 | -1 | 18 | 1 | -16 | 0.1
O=S(=O)(Nc1cccc2[nH]ncc12)c1cccs1 | -2 | 0 | 2 | -0.1 | -1 | -6 | -3 | -19 | -0.2
CC(C)C1CC(CCNCc2ccc3c(c2)OCO3)(c2ccccc2)CCO1 (stereo not given) | 2 | 1 | -25 | 1.5 | 5 | 0 | -4 | 9 | 0.0
O=C(CCn1c(=S)oc2ccccc21)NCCC1=CCCCC1 | 2 | -2 | -13 | -1.8 | -3 | 1 | 0 | 5 | 0.0
COc1ccc(C2CC(c3cccc(OC)c3OC)n3nnnc3N2)cc1 (stereo not given) | 6 | -3 | -12 | 0.1 | -1 | -4 | -4 | 4 | 0.0
CN(C)c1ccc(/C=C(/NC(=O)c2ccccc2)C(=O)N2CCCC2)cc1 | 3 | 1 | -4 | 0.8 | 2 | -13 | 60* | 0 | 0.0
O=C(c1ccco1)n1nc(-c2cccnc2)nc1NCc1ccco1 | 7 | 2 | 13 | -0.7 | 2 | -5 | -6 | 1 | 0.1
COc1ccccc1C(=O)NNC(=O)C(=O)NC1CCCCC1 | -2 | 1 | -1 | -0.2 | 1 | -3 | -3 | -2 | 0.0
N[C@@]12CCc3nonc3[C@]1(O)CC(c1ccccc1)=[N+]2[O-] | 6 | 0 | 0 | 3.1 | -2 | -2 | -2 | 10 | 0.1
c1ccc(CN2c3ccccc3-c3nc4ccccc4n3C2c2ccccn2)cc1 (stereo not given) | 3 | 5 | 11 | 2.9 | 0 | 5 | -6 | 8 | -0.1
O=C(CCl)NC(=O)NC12CC3CC(CC(C3)C1)C2 | 8 | 2 | 7 | 2.1 | -1 | -3 | -1 | 7 | 0.1
CCOc1cc(Br)ccc1S(=O)(=O)N1CCC(C(N)=O)CC1 | -1 | 5 | 7 | 2.3 | 6 | -13 | -5 | -8 | 0.0
COc1ccc(COCC(O)CN2CCN(S(=O)(=O)c3ccc(C(C)C)cc3)CC2)cc1 (stereo not given) | 6 | / | 13 | 3.6 | 4 | / | / | -4 | -0.2
CSc1ccccc1C(=O)NCc1ccc2c(c1)OCO2 | 4 | -3 | 0 | 2.6 | -5 | -6 | -1 | 2 | 0.0
CCC(=O)N/N=c1/sc2ccccc2n1C | -1 | -3 | -3 | -0.7 | -5 | 2 | -4 | 0 | -0.1
COc1cc(/C=C2\C(=O)N(c3ccc(NC(C)=O)cc3)N=C2c2ccccc2)ccc1O | 4 | 3 | 7 | 1.2 | -7 | -11 | 5 | 11 | 0.2
CCOCCCNC(=O)c1c[nH]c2cc(C)ccc2c1=O | -2 | 3 | -1 | 0.1 | 1 | -5 | -2 | 0 | -0.1
O=C(Nc1ccc(N2CCOCC2)c(Cl)c1)c1c(F)c(F)c(F)c(F)c1F | 2 | -6 | 7 | 0.5 | 6 | 5 | 2 | 14 | 0.1
COc1ccc(NS(=O)(=O)c2ccc(NC(=O)C3CCCO3)cc2)cc1 (stereo not given) | 5 | -37 | 4 | 0.8 | -2 | -1 | -4 | -3 | 0.0
CC(C)Sc1nc2ccsc2c(=O)[nH]1 | 2 | -4 | 8 | 1.1 | -5 | -1 | -5 | 55 | -0.2
CC(=O)NCCSC(=O)c1ccc(F)cc1 | 3 | 0 | -9 | 0.3 | -3 | -5 | -2 | -4 | 0.2
CNc1oc(-c2ccccc2)nc1S(=O)(=O)c1ccc(C)cc1 | 2 | 0 | 2 | 2.0 | 2 | 7 | 0 | 4 | -0.2
O=C(Cn1c(=O)oc2ccccc21)N1CCN(c2ccc(N3CCOCC3)nn2)CC1 | -2 | 0 | 9 | 1.6 | -4 | 3 | 3 | -5 | 0.5
COC(=O)c1ccc(NC(=O)c2ccc(F)cc2)o1 | -7 | -5 | 11 | -6.5 | -8 | -6 | -2 | 0 | 0.2

3 successive compounds already listed, for reference:
SMILES | LYPLA2 counter | CTSL1 counter | PREPL inh | PP5 primary | PP1 inh | core dimer inh | TPT1 inh | GASC-1 inh | Efflux pump inh
COc1cc(/C=C2\C(=O)N(c3ccc(NC(C)=O)cc3)N=C2c2ccccc2)ccc1O | 4 | 3 | 7 | 1.2 | -7 | -11 | 5 | 11 | 0.2
CCOCCCNC(=O)c1c[nH]c2cc(C)ccc2c1=O | -2 | 3 | -1 | 0.1 | 1 | -5 | -2 | 0 | -0.1
O=C(Nc1ccc(N2CCOCC2)c(Cl)c1)c1c(F)c(F)c(F)c(F)c1F | 2 | -6 | 7 | 0.5 | 6 | 5 | 2 | 14 | 0.1

Bioassay records (PubChem BioAssay)
